FBW7 activator: activators of human E3 ligase FBW7 | AlphaScreen FBW7–phospho-cyclin E peptide binding, activator screen | 0.13% of 650,000 active | AID 1259310 | Q969H0 | normalized activity (activation), % at 26.1 µM; in the data active = normalized activity above about 1.9%;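 note: purified mutant Fbw7 with reduced substrate affinity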
GPR151 activ: activators of human GPR151; Q8TDV0; PathHunter beta-arrestin GPR151 cells, luminescence; AID 1508602; 1% of 650,000 active; activation, % at 11.2 µM; in the data active = activation above about 4.9%;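 note: 0% = median of compound wells and 100% = cells with positive control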
Target sequence (Q8TDV0 whole entry, looked up): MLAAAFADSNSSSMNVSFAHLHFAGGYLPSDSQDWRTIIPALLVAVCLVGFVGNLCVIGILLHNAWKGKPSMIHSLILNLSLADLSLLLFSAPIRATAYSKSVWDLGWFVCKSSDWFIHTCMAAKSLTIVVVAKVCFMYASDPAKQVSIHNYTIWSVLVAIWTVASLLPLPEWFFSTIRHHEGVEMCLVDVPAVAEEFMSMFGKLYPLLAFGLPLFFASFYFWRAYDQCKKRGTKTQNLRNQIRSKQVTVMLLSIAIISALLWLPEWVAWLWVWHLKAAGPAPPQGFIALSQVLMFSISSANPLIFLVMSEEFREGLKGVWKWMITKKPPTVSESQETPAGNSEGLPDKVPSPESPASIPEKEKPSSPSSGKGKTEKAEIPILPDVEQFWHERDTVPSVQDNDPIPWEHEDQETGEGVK
MITF inh: human MITF inhibition, primary screen; O75030; AlphaScreen MITF homodimerization, bead proximity signal; inhibition, % at 2.6 µM; 0.91% of 650,000 active; in the data active = inhibition above about 50%;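 note: 0% = vehicle wells with protein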
Target sequence (O75030 whole entry, looked up): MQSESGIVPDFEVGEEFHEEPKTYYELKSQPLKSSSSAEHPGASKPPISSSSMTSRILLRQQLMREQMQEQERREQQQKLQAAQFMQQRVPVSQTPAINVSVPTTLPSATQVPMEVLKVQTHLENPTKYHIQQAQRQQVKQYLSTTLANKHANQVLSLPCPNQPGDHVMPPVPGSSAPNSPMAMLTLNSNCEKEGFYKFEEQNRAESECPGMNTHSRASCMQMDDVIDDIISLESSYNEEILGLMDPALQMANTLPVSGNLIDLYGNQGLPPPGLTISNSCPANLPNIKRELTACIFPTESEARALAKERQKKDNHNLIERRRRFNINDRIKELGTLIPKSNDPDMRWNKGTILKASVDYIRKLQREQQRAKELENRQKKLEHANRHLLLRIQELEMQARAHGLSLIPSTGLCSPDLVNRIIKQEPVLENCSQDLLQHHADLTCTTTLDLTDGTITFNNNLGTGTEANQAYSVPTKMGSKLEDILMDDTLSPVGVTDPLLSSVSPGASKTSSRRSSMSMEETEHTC
TEAD-YAP inh: TEAD-YAP interaction inhibition. HEK-TIYL cells, TEAD-Gal4/YAP UAS-luciferase luminescence. inhibition, % at 9.12 µM. 1.4% of 640,000 active; in the data active = inhibition above about 32%;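 note: 0% = median of test compound wells and 100% = reference inhibitor wells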
Active calls of the source: *; & = joins results of further samples.

What do the screens show for `Cc1ccc(-c2cn3c(n2)sc2cc(C(=O)N4CCC5(CC4)OCCO5)ccc23)cc1`?
FBW7 activator: 0.5; GPR151 activ: -0.8; MITF inh: 4.3; TEAD-YAP inh: -17.7

Results for NCCc1cc(O)c(O)cc1O ?
FBW7 activator: -0.4; GPR151 activ: 0.0; MITF inh: 113.8*; TEAD-YAP inh: -9.4

Results for COC(=O)c1ccc(N2C(=O)NC(=O)/C(=C\c3ccccc3OCC(=O)O)C2=O)cc1 ?
FBW7 activator: 0.3; GPR151 activ: -1.4; MITF inh: 5.3; TEAD-YAP inh: 7.3

Results for CCOC(=O)C1(CCOc2ccccc2)CCN(C(C)CSC)CC1 (centres undefined) ?
FBW7 activator: 0.2; GPR151 activ: -0.3; MITF inh: 9.7; TEAD-YAP inh: 1.4

How did CCn1c(=O)cc(OCC(=O)N2CCN(Cc3ccc4c(c3)OCO4)CC2)c2ccccc21 do in these assays?
FBW7 activator: 1.1; GPR151 activ: -0.3; MITF inh: 8.7; TEAD-YAP inh: 14.7

How did O=C1/C(=C/c2ccc3c(c2)OCO3)N2CCC1CC2 do in these assays?
FBW7 activator: 0.0; GPR151 activ: -0.9; MITF inh: -0.3; TEAD-YAP inh: 11.0

What do the screens show for `O=C(CN1CC(c2ccccc2)CC1=O)Nc1ccc(F)cc1` (centres undefined)?
FBW7 activator: 0.1; GPR151 activ: 1.1; MITF inh: 2.3; TEAD-YAP inh: 12.2

Results for O=C(Oc1cccc2cccnc12)c1cccc(S(=O)(=O)N2CCCCCC2)c1 ?
FBW7 activator: -0.1; GPR151 activ: -0.8; MITF inh: -3.6; TEAD-YAP inh: 0.9

What do the screens show for `CN(C)C(=NP(=S)(c1ccccc1)c1ccccc1)N(C)C`?
FBW7 activator: 0.0; GPR151 activ: 0.7; MITF inh: -3.8; TEAD-YAP inh: 0.0

What do the screens show for `O=C(CCCOc1ccc(Cl)cc1Cl)N1CCC2(CC1)OCCO2`?
FBW7 activator: 0.0; GPR151 activ: 0.3; MITF inh: 3.2; TEAD-YAP inh: -2.9

Results for Cc1cc(C)[n+]2c(n1)SC(C)C2 (centres undefined) ?
FBW7 activator: 0.0; GPR151 activ: -0.4; MITF inh: 10.6; TEAD-YAP inh: 7.3

What do the screens show for `c1cncc(C2CCCCN2)c1` (centres undefined)?
FBW7 activator: 0.0&0.1; GPR151 activ: -1.9&-0.3; MITF inh: 14.5&-6.8; TEAD-YAP inh: -3.2&-1.9

Results for CCS(=O)(=O)Nc1cccc(N2CCC(NC(C)Cc3ccccn3)CC2)c1 (centres undefined) ?
FBW7 activator: -0.5; GPR151 activ: 0.3; MITF inh: 2.8; TEAD-YAP inh: -4.2

How did COc1ccc(/C=C/c2nc3ccccc3c(=O)n2-c2ccc(F)c(Cl)c2)cc1 do in these assays?
FBW7 activator: -0.1; GPR151 activ: 1.1; MITF inh: 2.5; TEAD-YAP inh: -9.8

What do the screens show for `O=C1/C(=C\c2ccccc2)N2CCC1CC2`?
FBW7 activator: 0.1; GPR151 activ: -1.6; MITF inh: -17.8; TEAD-YAP inh: -4.7

Results for CCc1ccc(/C=C(/C#N)C(N)=S)cc1 ?
FBW7 activator: -0.1; GPR151 activ: 0.9; MITF inh: 9.1; TEAD-YAP inh: 4.5

How did CCOP(=O)(OCC)C1(O)C(=O)Nc2ccccc21 (centres undefined) do in these assays?
FBW7 activator: -0.1; GPR151 activ: 0.9; MITF inh: 7.9; TEAD-YAP inh: 10.4

What do the screens show for `O=C(COC(=O)C(O)(c1ccccc1)c1ccccc1)c1ccc([N+](=O)[O-])cc1`?
FBW7 activator: 0.3; GPR151 activ: 0.0; MITF inh: 3.1; TEAD-YAP inh: -2.0

What do the screens show for `COc1ccc(C(CNc2ccc([N+](=O)[O-])c3cnccc23)N(C)C)cc1OC` (centres undefined)?
FBW7 activator: -0.2; GPR151 activ: -0.7; MITF inh: 0.6; TEAD-YAP inh: -4.8

Results for OC(c1ccccc1)(c1ccccc1)c1cnc[nH]1 ?
FBW7 activator: 0.1; GPR151 activ: -0.7; MITF inh: 6.5; TEAD-YAP inh: 3.9

How did CN1C(=O)C(Cc2ccc3c(c2)OCO3)C(=O)N(C)C1=O do in these assays?
FBW7 activator: 0.0; GPR151 activ: 0.2; MITF inh: 1.1; TEAD-YAP inh: -7.5

How did COc1cc(C(=O)Nc2ccc(Br)cc2C(=O)c2ccccc2)cc(OC)c1OC do in these assays?
FBW7 activator: 0.0; GPR151 activ: 3.5; MITF inh: 3.5; TEAD-YAP inh: 9.3

What do the screens show for `CCC1(c2ccccc2)C(=O)NC(=O)N(CCN2CCOCC2)C1=O` (centres undefined)?
FBW7 activator: 0.0; GPR151 activ: -0.7; MITF inh: -5.6; TEAD-YAP inh: -6.7

Results for Oc1ccccc1CN1CCN(Cc2ccccc2)CC1 ?
FBW7 activator: -0.2; GPR151 activ: -0.5; MITF inh: -6.4; TEAD-YAP inh: -7.6

Results for CCOC(=O)C1CCN(/C=C2\C(=O)NC(=S)N(CC)C2=O)CC1 ?
FBW7 activator: 0.2; GPR151 activ: -0.5; MITF inh: 16.3; TEAD-YAP inh: 14.3

Results for Cn1cnc(CCN)c1 ?
FBW7 activator: 0.5; GPR151 activ: 4.1; MITF inh: 12.6; TEAD-YAP inh: -4.3

How did COc1ccc(CN2C(=O)CC(=O)NC2=S)cc1 do in these assays?
FBW7 activator: -0.2; GPR151 activ: -0.1; MITF inh: -0.9; TEAD-YAP inh: 2.2

How did Cc1ccc(-n2nnnc2C2(NCCc3c(C)[nH]c4c(Cl)c(Cl)ccc34)CCCCC2)cc1 do in these assays?
FBW7 activator: -0.2; GPR151 activ: -0.3; MITF inh: -6.6; TEAD-YAP inh: -7.5

Results for CCCCn1c(=O)c(C(=O)Nc2cc(C)ccc2C)c(O)c2ccccc21 ?
FBW7 activator: 0.2; GPR151 activ: -2.3; MITF inh: 15.2; TEAD-YAP inh: 4.1

How did CCCCNCC(O)c1ccc(O)cc1 (centres undefined) do in these assays?
FBW7 activator: -0.1; GPR151 activ: 0.3; MITF inh: 20.1; TEAD-YAP inh: -20.8

Results for CNC(=O)Oc1c(Br)cc2sc(=O)oc2c1Br ?
FBW7 activator: -0.2; GPR151 activ: -0.4; MITF inh: 36.9; TEAD-YAP inh: 7.1

Results for CN(C)CC#CCN1CCCC2(CCOC(C)(C)C2)C1 (centres undefined) ?
FBW7 activator: 0.8; GPR151 activ: 0.5; MITF inh: 9.4; TEAD-YAP inh: 0.1

How did Nc1c(C(=O)NCc2ccccc2)c2nc3ccccc3nc2n1CCN1CCOCC1 do in these assays?
FBW7 activator: 0.0; GPR151 activ: 1.3; MITF inh: 17.2; TEAD-YAP inh: 4.8

What do the screens show for `O=C1CCP(=S)(c2ccccc2)CC1`?
FBW7 activator: 0.0; GPR151 activ: 1.0; MITF inh: 17.1; TEAD-YAP inh: 4.9

What do the screens show for `Clc1ccc2c(N3CCOCC3)nc(CN3CC=C(c4ccccc4)CC3)nc2c1`?
FBW7 activator: 0.0; GPR151 activ: -0.7; MITF inh: -8.7; TEAD-YAP inh: 5.5

Results for CCn1nc(-c2nonc2N)nc1-c1nonc1N ?
FBW7 activator: 0.1; GPR151 activ: -1.7; MITF inh: 13.5; TEAD-YAP inh: 3.0

How did Cc1ccc(-n2c(/C=C\c3ccc(F)c(F)c3)nc3ccccc3c2=O)cc1Cl do in these assays?
FBW7 activator: -0.2; GPR151 activ: -0.5; MITF inh: -4.0; TEAD-YAP inh: -8.5

How did CC(C)CN1CCN(Cc2c(F)cccc2Cl)CC1CCO (centres undefined) do in these assays?
FBW7 activator: -0.1; GPR151 activ: 0.0; MITF inh: -10.1; TEAD-YAP inh: 0.0

How did COc1ccc(N2C(=O)NC(=O)/C(=C\c3ccc(O)c(O)c3)C2=O)cc1 do in these assays?
FBW7 activator: -0.1; GPR151 activ: 2.1; MITF inh: 14.4; TEAD-YAP inh: 12.9

How did CCN1CCC(N2CCCC(C(=O)c3cccc(C(F)(F)F)c3)C2)CC1 (centres undefined) do in these assays?
FBW7 activator: 0.1; GPR151 activ: -0.4; MITF inh: 5.1; TEAD-YAP inh: 6.7

How did CC(=O)CC(c1ccccc1)c1c(OC(C)=O)c2ccccc2oc1=O (centres undefined) do in these assays?
FBW7 activator: 0.2; GPR151 activ: 0.3; MITF inh: 3.3; TEAD-YAP inh: 7.7

Results for O=c1cccc2n1CC1CC2CN(C(c2cccc(F)c2)c2sc3ncnn3c2O)C1 (centres undefined) ?
FBW7 activator: 0.0; GPR151 activ: -2.0; MITF inh: 0.3; TEAD-YAP inh: 6.1

Results for Cc1cccc(CN2CCN3C(=O)[C@@H](CC(C)C)NC(=O)[C@H]3C2)n1 ?
FBW7 activator: 0.1; GPR151 activ: -0.3; MITF inh: 8.1; TEAD-YAP inh: 3.5

What do the screens show for `COc1cc(OC)nc(CN2CCNCC2)n1`?
FBW7 activator: 0.0; GPR151 activ: -0.3; MITF inh: 5.3; TEAD-YAP inh: 3.4

How did O=c1[nH]c(=S)[nH]c(O)c1C1=NCCC1 do in these assays?
FBW7 activator: 0.6; GPR151 activ: 0.6; MITF inh: -19.3; TEAD-YAP inh: 1.8

What do the screens show for `CCN(c1ccccc1)c1ccc([N+](=O)[O-])c2nonc12`?
FBW7 activator: -0.3; GPR151 activ: 0.9; MITF inh: 11.7; TEAD-YAP inh: -5.6

What do the screens show for `COc1ccc2c(c1)c(C(=O)O)c(C)n2C1CCCCC1`?
FBW7 activator: 0.0; GPR151 activ: -0.1; MITF inh: 11.0; TEAD-YAP inh: 1.6

How did CC(C)c1cccc(C(C)C)c1OCCCNCCO do in these assays?
FBW7 activator: 0.0; GPR151 activ: 1.0; MITF inh: 0.1; TEAD-YAP inh: -1.0

How did COc1cc(OC)c(/C=C/[N+](=O)[O-])c([N+](=O)[O-])c1 do in these assays?
FBW7 activator: 0.0; GPR151 activ: 1.0; MITF inh: 24.1; TEAD-YAP inh: -4.0

Results for C=CCOc1ccc(/C=C/[N+](=O)[O-])cc1OC ?
FBW7 activator: -0.3; GPR151 activ: -1.1; MITF inh: -6.4; TEAD-YAP inh: 11.0

Of the compounds above, 2 contain a COOH group.
Results for COC(=O)c1ccc(N2C(=O)NC(=O)/C(=C\c3ccccc3OCC(=O)O)C2=O)cc1 ?
FBW7 activator: 0.3; GPR151 activ: -1.4; MITF inh: 5.3; TEAD-YAP inh: 7.3

What do the screens show for `COc1ccc2c(c1)c(C(=O)O)c(C)n2C1CCCCC1`?
FBW7 activator: 0.0; GPR151 activ: -0.1; MITF inh: 11.0; TEAD-YAP inh: 1.6

Of the compounds above, 10 contain four or more nitrogen atoms:
Results for CCS(=O)(=O)Nc1cccc(N2CCC(NC(C)Cc3ccccn3)CC2)c1 (centres undefined) ?
FBW7 activator: -0.5; GPR151 activ: 0.3; MITF inh: 2.8; TEAD-YAP inh: -4.2

What do the screens show for `COc1ccc(C(CNc2ccc([N+](=O)[O-])c3cnccc23)N(C)C)cc1OC` (centres undefined)?
FBW7 activator: -0.2; GPR151 activ: -0.7; MITF inh: 0.6; TEAD-YAP inh: -4.8

How did Cc1ccc(-n2nnnc2C2(NCCc3c(C)[nH]c4c(Cl)c(Cl)ccc34)CCCCC2)cc1 do in these assays?
FBW7 activator: -0.2; GPR151 activ: -0.3; MITF inh: -6.6; TEAD-YAP inh: -7.5

How did Nc1c(C(=O)NCc2ccccc2)c2nc3ccccc3nc2n1CCN1CCOCC1 do in these assays?
FBW7 activator: 0.0; GPR151 activ: 1.3; MITF inh: 17.2; TEAD-YAP inh: 4.8

What do the screens show for `Clc1ccc2c(N3CCOCC3)nc(CN3CC=C(c4ccccc4)CC3)nc2c1`?
FBW7 activator: 0.0; GPR151 activ: -0.7; MITF inh: -8.7; TEAD-YAP inh: 5.5

Results for CCn1nc(-c2nonc2N)nc1-c1nonc1N ?
FBW7 activator: 0.1; GPR151 activ: -1.7; MITF inh: 13.5; TEAD-YAP inh: 3.0

Results for O=c1cccc2n1CC1CC2CN(C(c2cccc(F)c2)c2sc3ncnn3c2O)C1 (centres undefined) ?
FBW7 activator: 0.0; GPR151 activ: -2.0; MITF inh: 0.3; TEAD-YAP inh: 6.1

Results for Cc1cccc(CN2CCN3C(=O)[C@@H](CC(C)C)NC(=O)[C@H]3C2)n1 ?
FBW7 activator: 0.1; GPR151 activ: -0.3; MITF inh: 8.1; TEAD-YAP inh: 3.5

What do the screens show for `COc1cc(OC)nc(CN2CCNCC2)n1`?
FBW7 activator: 0.0; GPR151 activ: -0.3; MITF inh: 5.3; TEAD-YAP inh: 3.4

What do the screens show for `CCN(c1ccccc1)c1ccc([N+](=O)[O-])c2nonc12`?
FBW7 activator: -0.3; GPR151 activ: 0.9; MITF inh: 11.7; TEAD-YAP inh: -5.6

This is a subset; the hit share may differ from the screen's.
